Compound activity: PubChem, several laboratories
Bim-Bcl-B – inhibitors of Bim-Bcl-B binding, primary screen, biochemical, multiplexed, human Bcl-2 family; Bcl-2-like protein 10 (Homo sapiens), Q9HD36; bead-based flow cytometry, Bim peptide-Bcl-B binding; inhibition, % at 10 µM; hit rate 0.073% among 190,000; AID 951, 2007;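 further: 0% = tracer peptide without compound and 100% = reference inhibitor peptide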
Target sequence (Q9HD36 whole entry, looked up): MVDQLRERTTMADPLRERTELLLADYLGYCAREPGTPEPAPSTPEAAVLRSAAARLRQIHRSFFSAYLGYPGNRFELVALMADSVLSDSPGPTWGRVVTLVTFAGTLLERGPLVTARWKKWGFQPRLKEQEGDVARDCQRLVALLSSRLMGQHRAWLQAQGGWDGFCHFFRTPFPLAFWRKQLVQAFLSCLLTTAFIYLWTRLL
Bcl-2 Bim block – inhibitors of Bim-Bcl-2 binding, primary screen, biochemical, multiplexed, human Bcl-2 family; inhibition, % at 10 µM; AID 950, 2007; Bead-based flow cytometry, Bim peptide-Bcl-2 binding; Apoptosis regulator Bcl-2 (Homo sapiens), P10415; hit rate 0.06% among 190,000; in the data active means inhibition above about 40%; inconclusive means no clear call, values can overlap the other calls;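 further: 0% = no compound wells with probe peptide and 100% = reference peptide inhibitor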
Bcl-XL Bim block – inhibitors of Bim-Bcl-XL binding, primary screen, biochemical, multiplexed, bead flow cytometry, human Bcl-XL; Bcl-2-like protein 1 (Homo sapiens), Q07817; Bim peptide-Bcl-XL binding, fluorescence; inhibition, % at 10 µM; hit rate 0.04% among 190,000; AID 1007, 2008
Target sequence (Q07817 whole entry, looked up): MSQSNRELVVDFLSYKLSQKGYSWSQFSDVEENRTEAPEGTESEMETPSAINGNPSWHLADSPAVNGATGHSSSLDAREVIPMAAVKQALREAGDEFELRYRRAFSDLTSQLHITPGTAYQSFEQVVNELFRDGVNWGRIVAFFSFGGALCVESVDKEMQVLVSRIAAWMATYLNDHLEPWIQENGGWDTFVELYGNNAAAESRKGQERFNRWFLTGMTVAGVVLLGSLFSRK
Mcl1-Bid inh – Mcl-1/Bid binding inhibitors, primary screen, biochemical, TR-FRET, 1536-well; Induced myeloid leukemia cell differentiation protein Mcl-1 (Homo sapiens), Q07820; TR-FRET Mcl-1/Bid-Dy647 peptide binding; inhibition, % at 21.7 µM; hit rate 0.97% among 220,000; AID 1021, 2008;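 active means compounds that cut the binding signal by more than half at the single screening dose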;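 further: His-tagged Mcl-1 with europium anti-His antibody binding Bid BH3 peptide; 0% = Mcl-1 plus peptide wells and 100% = peptide-only wells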
Bim-Bcl-W – inhibitors of Bim binding to Bcl-W, primary screen, biochemical, multiplexed, bead-based flow cytometry; Bcl-2-like protein 2 (Homo sapiens), Q92843; Bim peptide-Bcl-W binding; inhibition, % at 10 µM; hit rate 0.02% among 190,000;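 further: 0% = bound tracer without compound and 100% = peptide blocker; higher means less fluorescent Bim peptide bound to Bcl-W beads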
Target sequence (Q92843 whole entry, looked up): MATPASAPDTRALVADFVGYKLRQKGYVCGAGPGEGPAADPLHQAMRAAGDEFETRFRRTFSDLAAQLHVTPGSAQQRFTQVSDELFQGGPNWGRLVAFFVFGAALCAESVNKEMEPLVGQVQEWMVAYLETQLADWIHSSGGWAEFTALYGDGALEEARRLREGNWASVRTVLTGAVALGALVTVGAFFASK
RGS4-Gao reg – modulators of RGS4 binding to Galphao, primary screen, biochemical, multiplexed bead flow cytometry; AID 1415, 2008; actives lie on both sides; hit rate 0.33% among 220,000; Guanine nucleotide-binding protein G(o) subunit alpha (Homo sapiens), P09471; binding response (% of control), % at 10 µM; in the data active means binding response below about 49% or above about 150%; inactive means in between;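 further: fluorescent Galphao activated with aluminum fluoride binding bead-coupled RGS4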
Target sequence (P09471 whole entry, looked up): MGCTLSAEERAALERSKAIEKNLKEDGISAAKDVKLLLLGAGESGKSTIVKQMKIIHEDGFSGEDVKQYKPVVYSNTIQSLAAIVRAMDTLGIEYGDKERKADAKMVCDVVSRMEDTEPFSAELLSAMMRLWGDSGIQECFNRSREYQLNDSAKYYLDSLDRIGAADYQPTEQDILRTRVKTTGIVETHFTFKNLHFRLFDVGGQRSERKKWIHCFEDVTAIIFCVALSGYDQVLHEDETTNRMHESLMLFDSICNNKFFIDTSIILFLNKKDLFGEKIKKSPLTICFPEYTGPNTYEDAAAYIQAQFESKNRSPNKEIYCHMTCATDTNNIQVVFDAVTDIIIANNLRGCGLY
Bim-Mcl-1 – inhibitors of Bim peptide binding to Mcl-1, primary screen, biochemical, bead-based flow cytometry, multiplex. Induced myeloid leukemia cell differentiation protein Mcl-1 (Homo sapiens), Q07820. Bim peptide-Mcl-1 binding. inhibition, % at 10 µM. hit rate 0.1% among 190,000. AID 1009, 2008;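 further: 0% = no compound tracer wells and 100% = peptide blocker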
Bfl-1 Bim block – inhibitors of Bim binding to Bfl-1, primary screen, biochemical, multiplexed, bead-based flow cytometry | Bcl-2-related protein A1 (Homo sapiens), Q16548 | Bim-Bfl-1 binding inhibition | inhibition, % at 10 µM | hit rate 0.12% among 190,000;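 further: 0% = wells without compound plus tracer and 100% = blocker peptide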
RGS8-Gao reg – RGS8-Galphao binding modulators, primary screen, biochemical, multiplexed bead flow cytometry; hit rate 0.34% among 220,000; response (percent of control binding), % at 10 µM; actives lie on both sides; Guanine nucleotide-binding protein G(o) subunit alpha (Homo sapiens), P09471; in the data active means response below about 60% or above about 140%; inactive means in between;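 further: Galphao activated as the GDP aluminium fluoride complex binding bead-coupled RGS8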
Mcl1 Noxa PPI – Mcl-1/Noxa binding inhibitors, primary screen, biochemical, TR-FRET, 1536-well; Induced myeloid leukemia cell differentiation protein Mcl-1 (Homo sapiens), Q07820; TR-FRET Mcl-1/Noxa peptide binding, 2 h; inhibition, % at 21.7 µM; hit rate 1.5% among 220,000; AID 1022, 2008;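 active means compounds that cut the protein-peptide binding signal by more than 50% relative to plate controls in a single-dose test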;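 further: His-tagged Mcl-1 with rhodamine Noxa BH3 peptide and terbium anti-His antibody; 0% = Mcl-1 plus Noxa peptide wells and 100% = peptide-only wells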
RGS7-Gao – RGS7-Galphao binding modulators, primary screen, biochemical, multiplexed bead flow cytometry; binding response (% of control), % at 10 µM; hit rate 0.35% among 220,000; AID 1439, 2008; Guanine nucleotide-binding protein G(o) subunit alpha (Homo sapiens), P09471; actives lie on both sides; in the data active means binding response below about 49% or above about 150%; inconclusive means no clear call, values can overlap the other calls; inactive means in between;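 further: fluorescent Galphao held in activated GDP-AlF4 state binding bead-coupled RGS7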
* hit, by the source's call; ? = inconclusive; nt = no result given. Unless noted, no stated cut-off is given here; in the data, active means inhibition above about 40%. No enrichment for hits (roughly 2.7% active in at least one column).

compound	Mcl1-Bid inh	Bcl-2 Bim block	RGS8-Gao reg	RGS4-Gao reg	Bim-Bcl-W	Bim-Bcl-B	RGS7-Gao	Bcl-XL Bim block	Bim-Mcl-1	Mcl1 Noxa PPI	Bfl-1 Bim block
COc1ccc(C(=O)Nn2c(SCC(=O)c3ccc(Cl)cc3)nc3ccccc3c2=O)cc1	-15	-3	99	101	-2	2	99	0	0	-47	0
CCOCCn1c(=NC(=O)c2cc(Cl)sc2Cl)sc2cc(S(N)(=O)=O)ccc21	-20	5	100	101	-2	-3	104	-3	0	20	1
COc1ccc(C(=O)N2CCN(C(=O)Cc3ccccc3)CC2)cc1	1	-8	101	99	-4	-5	104	-6	-8	14	0
N#Cc1c2c(c(-c3ccccc3Cl)[nH]c1=S)CCCC2	-46	6	74	99	0	-11	120	0	0	-2	6
CCOC(=O)c1ccc(-n2c(C)nc3ccc(Br)cc3c2=O)cc1	34	nt	104	102	nt	nt	?	nt	nt	7	nt
COc1ccc(/C=C2\CCC(C3CCCC3)C2=O)cc1Cn1nc(C)cc1C (centres undefined)	-2	-2	81	79	0	-3	91	-3	0	16	0
C/C(=N/NC(=O)c1cnccn1)c1cccs1	-6	-6	103	102	-5	-6	101	-7	-3	4	-11
O=C(Cc1ccccc1[N+](=O)[O-])Nc1ccccc1C(=O)N1CCCC1	-3	-3	105	102	-2	-6	99	-4	-2	23	-8
O=C(Nc1cccc(C(=O)O)c1)/C(=C\c1ccccc1)NC(=O)c1cccc2ccccc12	-39	-4	98	101	2	0	92	0	1	-3	-4
CCOc1cccc(C(=O)NC(=S)Nc2ccc(N3CCN(CC)CC3)cc2)c1	-26	-10	103	102	-2	-8	?	-7	-1	28	-10
COc1ccc(NC(=O)CC2SC(=NCC3CCCO3)NC2=O)c([N+](=O)[O-])c1 (centres undefined)	-61	-4	98	97	-1	-9	98	-4	0	7	-2
CC1(C)CC(NC(=O)C23CCC(C)(C(=O)C2)C3(C)C)CC(C)(C)N1 (centres undefined)	6	-11	107	102	-2	-4	106	-3	-1	5	-10
COc1ccc(CCN(Cc2ccccn2)C(=S)Nc2ccc(C)cc2)cc1OC	-15	-2	92	94	-1	-11	?	0	2	11	-3
CCOc1cc(NC(=O)c2ccccc2C)c(OCC)cc1NC(=O)C1=Cc2ccccc2OC1	5	-1	100	100	2	0	101	0	0	32	0
COCCSc1ccccc1C(=O)N1CCN(Cc2ccccc2)CC1	-6	-4	100	102	1	-6	107	-4	-1	1	-6
COc1ccc(/C=N/Nc2nc(=O)[nH]nc2C)cc1[N+](=O)[O-]	-28	-4	103	105	-2	-9	104	-7	-4	1	-10
CCN(CC)CCNC(=O)C1c2cc(OC)c(OC)cc2C(=O)N2CCc3ccccc3C12 (centres undefined)	-11	-13	96	97	-3	-5	96	-1	1	10	-11
COC(=O)c1cc(OC)c(OC)cc1NC(=S)N1CCN(C)CC1	-64	0	106	103	0	-2	105	-2	0	-12	8
COCCNC(=O)NC(=O)COC(=O)C1(c2ccc(Cl)cc2)CC1	-8	-4	104	98	0	-1	100	0	0	0	-8
CCC(NC(=O)Nn1cnnc1)(C(F)(F)F)C(F)(F)F	-1	1	105	112	1	2	104	5	2	12	4
CCOc1cc(/C=N/NC(=O)CSc2nncn2C)ccc1OCC(N)=O	10	nt	100	98	nt	nt	?	nt	nt	-8	nt
Cc1cc(C(=O)N2CCN(C/C=C/c3ccccc3)CC2)cs1	-10	-3	99	97	0	-11	96	-5	0	1	-6
COc1ccccc1N1C(=O)CC(Nc2ccc(N3CCOCC3)cc2)C1=O (centres undefined)	6	-3	95	99	2	-10	97	-4	-2	17	-11
C[N+]1(CC(=O)NNc2c3ccccc3nc3ccccc23)CCOCC1	-55	-7	100	99	-3	-2	105	-4	-2	1	-7
CCOC(=O)c1[nH]c(C)c(C(=O)NC2CCN(C(=O)OCC)CC2)c1C	-6	-3	102	100	-4	-5	98	-3	-6	-20	-1
Cc1ccc(CSc2nnc(CCNC(=O)OC(C)(C)C)o2)cc1	-25	nt	89	81	nt	nt	?	nt	nt	-8	nt
Cc1ccc(C2CC(C(F)(F)F)n3nc(C(=O)NCC4CCCO4)cc3N2)cc1 (centres undefined)	-12	-7	103	102	-4	-3	104	-7	-5	24	-6
Cn1c(=O)c2c(nc(CN3CCN(Cc4ccccc4)CC3)n2Cc2ccc(F)cc2)n(C)c1=O	-10	-4	97	99	1	-6	100	-2	2	4	-8
CCCCCCn1c(N2CCN(c3ccccc3)CC2)nc2c1c(=O)[nH]c(=O)n2C	-38	-3	100	97	-1	-5	99	-7	-1	23	-12
O=C(Cn1ncc2c(=O)oc3ccccc3c21)NCCCN1CCCC1=O	-1	-7	100	102	0	-4	99	-3	0	26	-5
O=C(NCCN1CCOCC1)C1CCN(c2nc3ccccc3o2)CC1	-1	0	103	102	0	-1	103	-1	-2	14	-6
CNC(=O)c1[nH]cnc1C(=O)N[C@@H](C)C(=O)OCc1ccccc1	-41	nt	101	97	nt	nt	?	nt	nt	-9	nt
CC1(C)CC(=O)C2=C(C1)OC1=C(C2)C(=O)CC(C)(C)C1	-4	-3	101	102	-1	-1	98	-4	-1	15	1
Cc1cc(=O)[nH]c(N/N=C/c2ccc(Cl)c([N+](=O)[O-])c2)n1	-31	nt	98	101	nt	nt	?	nt	nt	1	nt
COc1ccccc1NC(=O)c1ccc(NC(=O)COC(=O)CC(NC(=O)c2ccccc2Cl)c2ccccc2)cc1 (centres undefined)	-14	0	99	99	0	-9	98	-2	0	-2	-15
COc1ccc(Oc2c(C)oc3c(CN4CCOCC4)c(O)ccc3c2=O)cc1	-26	1	102	99	1	0	97	0	0	7	0
CC(=O)N1CC[n+]2c(-c3ccc([N+](=O)[O-])cc3)csc21	-123	nt	63	57	nt	nt	?	nt	nt	-6	nt
CC(C)C(=O)NC(Nc1cc(C(F)(F)F)ccc1Cl)C(Cl)(Cl)Cl (centres undefined)	-10	-1	104	98	-1	-2	100	-1	-2	15	-1
COc1ccc(Cn2nnnc2C(c2cccs2)N2CCN(c3ccc([N+](=O)[O-])cc3)CC2)cc1 (centres undefined)	-4	-7	98	96	7	-7	94	10	2	3	-10
CCCCCCCC(=O)NNC(=O)CC(=O)Nc1ccccc1C(=O)O	-29	-8	102	101	-5	-8	103	-11	-8	-5	-16
O=C(Cc1cccs1)N/N=C/c1ccco1	-13	-10	101	100	-5	-8	97	-10	-5	11	-16
COc1ccc(NCC(=O)Nc2ccc(C#N)cc2)cc1Cl	-16	-12	103	95	-1	-14	94	-11	-5	8	-14
COc1ccc(/C=C/C(=O)c2ccc(OC)cc2O)cc1	6	0	101	104	1	-3	100	-5	0	1	2
Cc1ccccc1CN(c1ccc(C(=O)NCc2cccnc2)cc1)S(C)(=O)=O	2	-5	102	107	0	-3	100	-2	0	-6	-7
COC(=O)CSC1=C(C#N)C(c2sccc2C)CC(=O)N1 (centres undefined)	-7	-2	79	90	-4	-7	96	-5	-2	-8	1
Cc1oc2ccccc2c1CC(=O)NCCCN(C)C	-26	nt	98	99	nt	nt	?	nt	nt	-8	nt
N#C/C(=N/Nc1ccc(S(=O)(=O)N2CCOCC2)cc1)C(N)=O	-2	-4	102	106	-1	-2	103	-1	0	6	-4
Nc1ccnn1Cc1cccnc1	-21	-8	101	102	3	-6	98	-2	2	9	-8
CC(C)(C)C(=O)NC(=S)NNC(=O)c1sc2ccccc2c1Cl	-18	5	94	92	7	10	97	7	4	-15	2
CCN(CC)CCCNS(=O)(=O)c1ccc(OC)cc1	-10	-1	99	102	-1	-1	100	-1	0	-15	-2
CCNc1ccccc(C(=O)/C=C/c2ccc3c(c2)OCO3)c1=O	-29	1	91	90	5	-8	94	0	1	70*	8
N#CCCCCn1c(-c2cncs2)nc2ccccc21	-23	0	101	101	2	0	98	0	0	1	-6
CN(c1ccccc1C(=O)Nc1ccc(S(=O)(=O)N2CCCCC2)cc1)S(C)(=O)=O	-55	-8	110	119	2	-8	120	3	-1	12	-9
Cc1cccc(NS(=O)(=O)c2cccc3nsnc23)c1	-26	-5	100	100	-1	-2	96	-2	-2	2	-1
O=C(CSc1oc(-c2cccs2)nc1S(=O)(=O)c1ccc(F)cc1)NCC1CCCO1 (centres undefined)	17	0	104	105	3	-4	108	-1	3	24	-3
Cc1cc(C)c(-c2cc(NC(=O)COC(=O)c3ccc(C#N)cc3)n(-c3ccccc3)n2)cc1C	-10	-6	100	99	-5	-6	102	-5	-1	10	-11
O=C1CC(N2CCN(c3nc4ccccc4s3)CC2)C(=O)N1c1cccc(F)c1 (centres undefined)	-15	-4	101	101	0	-2	96	-1	-5	12	-3
Cc1cc(Nc2ccccc2)n(CCO)n1	-16	0	100	99	0	0	96	-1	0	2	0
COc1ccc2nc(NC(=O)C3=NN(c4ccccc4)C(=O)CC3)sc2c1	-67	-7	98	95	-8	-8	90	-9	-5	7	-8
COc1ccc2[nH]c(=O)c(CN(CC3CCCO3)C(=S)Nc3ccccc3)cc2c1 (centres undefined)	-30	-8	100	96	-2	-6	98	-3	-4	-3	-9

Next part.
compound	Mcl1-Bid inh	Bcl-2 Bim block	RGS8-Gao reg	RGS4-Gao reg	Bim-Bcl-W	Bim-Bcl-B	RGS7-Gao	Bcl-XL Bim block	Bim-Mcl-1	Mcl1 Noxa PPI	Bfl-1 Bim block
N#CCSc1nnc(-c2ccc(S(=O)(=O)N3CCOCC3)cc2)n1CC1CCCO1 (centres undefined)	-35	-2	96	91	-1	-4	93	0	1	-5	-12
CC(C)CNc1cc(N2CCCC2)ccc1[N+](=O)[O-]	-56	-5	102	104	0	-3	99	-2	-1	-12	-3
CSc1nsc(/C=C/Nc2ccc(O)cc2C)c1C#N	-29	-9	104	101	-3	-13	103	-2	-3	55*	-7
CCOC(=O)c1ccc(NC(=S)N(CCCN2CCCC(C)C2)Cc2ccco2)cc1 (centres undefined)	-36	-3	96	90	-3	-5	98	-2	-1	7	-9
CCc1cc(=O)oc2cc(C)cc(OCC(C)=O)c12	27	nt	103	105	nt	nt	?	nt	nt	22	nt
